Screening data as filed in PubChem BioAssay.
ALOX12 inh: inhibitors of human 12S-lipoxygenase ALOX12 | P18054 | purified 12hLO, xylenol orange hydroperoxide absorbance | Potency, µM (highest dose often 108 µM), without a hit: at the top dose activity change, negative = inhibition, hits mostly inhibitors | hit rate 1.1% among 580,000 | AID 1671190; also: potency is read from the fitted curve at half-maximal effect; % is scaled to controls: 0 for no effect and ±100 for the full control effect
Target sequence (P18054 whole entry, looked up): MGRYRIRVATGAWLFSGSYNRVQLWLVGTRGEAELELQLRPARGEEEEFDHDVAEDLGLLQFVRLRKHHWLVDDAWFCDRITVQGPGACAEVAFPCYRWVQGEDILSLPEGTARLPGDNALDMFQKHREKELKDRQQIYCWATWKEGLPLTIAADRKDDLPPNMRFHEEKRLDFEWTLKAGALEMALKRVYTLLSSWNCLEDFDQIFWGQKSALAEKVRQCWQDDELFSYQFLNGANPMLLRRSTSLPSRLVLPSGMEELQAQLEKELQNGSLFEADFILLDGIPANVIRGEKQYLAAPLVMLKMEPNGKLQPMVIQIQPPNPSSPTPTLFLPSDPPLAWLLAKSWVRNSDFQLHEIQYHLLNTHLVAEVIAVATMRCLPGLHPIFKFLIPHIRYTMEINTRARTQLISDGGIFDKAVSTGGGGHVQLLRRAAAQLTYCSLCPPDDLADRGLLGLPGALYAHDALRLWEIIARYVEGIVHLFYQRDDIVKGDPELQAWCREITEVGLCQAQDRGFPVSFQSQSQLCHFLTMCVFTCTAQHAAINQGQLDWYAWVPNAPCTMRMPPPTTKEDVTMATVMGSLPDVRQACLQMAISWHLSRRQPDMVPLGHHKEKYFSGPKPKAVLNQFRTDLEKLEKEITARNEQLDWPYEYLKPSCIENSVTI
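Hydroperoxide product was detected by ferrous iron/xylenol orange as the 573 to 405 nm absorbance ratio. Arachidonic acid at 40 uM (final) was turned over for 30 min at room temperature by 150 nM human 12hLO, pH 7.0 Hepes buffer, after 15 min compound preincubation.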
BLM inh: Bloom syndrome helicase (human) inhibition | P54132 | recombinant BLM DNA unwinding, fluorescence dequenching | Potency, µM (top dose mostly 56.1 µM), without a hit: top-dose activity change, negative = inhibition, most hits filed as inhibitors | hit rate 0.2% among 350,000;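 also: potency is read from the fitted curve at half-maximal effect; plate controls were vehicle for no effect and no enzyme for full effect; nearly all actives have a fitted effect of over 35% in size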
ERG Ets-DNA blk: ERG Ets/DNA interaction inhibition; hit rate 0.028% among 370,000; Potency, µM (titrated, usually from 76.9 µM), for inactives: top-dose FP activity, negative = inhibition, most hits filed as inhibitors; P11308; fluorescence polarization, His-ERG Ets domain / labelled DNA; active = well fitted inhibition curve with a large enough effect in the polarisation, with a control signal flat; inconclusive = small, poorly fitted or top-dose-only effect, or effect the other way, or a change in a side signal; inactive = no such curve, though single readings can be large or run the other way; the % refers to the polarisation;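 also: polarization taken with two DNA probes labelled with fluorescein and Texas red; potency is read from the fitted curve at half-maximal effect; % of control where 0% means no effect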
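His-tagged ERG Ets domain (1 uM in the protein solution; 300mM KCl, 50mM Tris-HCl, 1mM EDTA, 1mM DTT, pH 7.5) received compound, then a probe mix of 5 nM fluorescein-DNA and 100nM Texas-615-DNA. Fluorescence polarization was read for both dyes.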
APE1 inh: blocks human APE1 abasic DNA cleavage; Potency, µM (series often up to 65.8 µM), for the others: at the top dose activity change, negative = inhibition, most hits filed as inhibitors; AID 2517; P27695; hit rate 0.35% among 350,000; recombinant APE1, TAMRA/BHQ-2 abasic DNA cleavage fluorescence;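 also: potency is read from the fitted curve at half-maximal effect; plate controls were vehicle for no effect and reference inhibitor for full effect; nearly all actives have a fitted effect of over 55% in size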
Target sequence (P27695 whole entry, looked up): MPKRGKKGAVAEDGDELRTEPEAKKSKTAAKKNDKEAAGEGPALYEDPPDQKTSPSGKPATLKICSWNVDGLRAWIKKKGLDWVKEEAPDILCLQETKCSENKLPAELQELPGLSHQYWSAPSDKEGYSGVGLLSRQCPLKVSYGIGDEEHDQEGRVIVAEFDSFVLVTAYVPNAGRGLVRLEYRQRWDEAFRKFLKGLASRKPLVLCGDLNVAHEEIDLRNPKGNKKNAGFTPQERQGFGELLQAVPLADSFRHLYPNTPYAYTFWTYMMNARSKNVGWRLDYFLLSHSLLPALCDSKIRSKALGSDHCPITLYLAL
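APE1 at 0.75 nM preincubated 15 min at room temperature with compound. Reaction then started with 50 nM double-stranded THF-abasic substrate labelled with TAMRA/BHQ-2, and 525/598 nm fluorescence read kinetically. Activity taken as third-minus-first read difference, normalized to DMSO and NSC13755 controls.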
POLB inh: inhibitors of human DNA polymerase beta; P06746; Pol beta primer extension/strand displacement, fluorescence kinetic; Potency, µM (titrated, usually from 114 µM), without a hit: at the top dose activity change, negative = inhibition, usual class: inhibitors; hit rate 1.3% among 340,000; AID 485314; also: potency is read from the fitted curve at half-maximal effect; % is scaled to controls: 0 for no effect and ±100 for the full control effect
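Reaction started by 50 nM substrate onto compound-treated Pol beta (10 nM, 15 min preincubation, room temperature); plates read at 0 min and 10 min. Normalized concentration-effect data fitted by four-parameter Hill equation.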
Pol kappa inh: inhibitors of human DNA polymerase kappa | Q9UBT6 | purified Pol kappa, fluorescent DNA synthesis assay, 10 min | Potency, µM (titrated, usually from 107 µM), without a hit: at the top dose activity, negative = inhibition, usual class: inhibitors | hit rate 0.53% among 400,000 | AID 588579; also: potency is read from the fitted curve at half-maximal effect; % is scaled to controls: 0 for no effect and ±100 for the full control effect
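Kinetic fluorescence screen: compound preincubated 15 min RT with 10 nM enzyme; 50 nM substrate (final) initiates; reads at 0/10 min.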
POLI inh: inhibitors of human DNA polymerase iota; Q9UNA4; Pol iota fluorescent replication assay, 10 min; Potency, µM (highest dose often 115 µM), without a hit: at the top dose activity, negative = inhibition, most hits filed as inhibitors; hit rate 1% among 390,000; AID 588590; also: potency is read from the fitted curve at half-maximal effect
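Pol iota at 10 nM preincubated 15 min with compounds at room temperature; reaction started with fluorescent substrate, 50 nM final. Fluorescence read kinetically at 0 and 10 min; buffer-only wells as negative control.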
TRHR ag: TRH receptor (human) agonism; P34981; activation, % at 2 µM; AID 493084; TRHR cells, calcium flux fluo-8, FDSS agonist mode; hit rate 0.18% among 360,000; in the data active = activation above about 30%; also: 0% is about no effect
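Agonist-mode FDSS calcium read (Ex 480/Em 530, 1 s cycles) in 1536-well TRHR cells with fluo-8 dye, after 10-cycle baseline and 23 nL compound addition; TRH at EC20 (10 nM final) added afterwards for the enhancer phase.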
Anesthetic bind: candidate novel general anesthetic via apoferritin binding. P02791. apoferritin/1-aminoanthracene competitive binding, fluorescence. Potency, µM (series often up to 77.5 µM), for inactives: at the top dose activity change, negative = displacement, most hits filed as inhibitors. hit rate 0.074% among 350,000; also: potency is read from the fitted curve at half-maximal effect; % is scaled to controls: 0 for no effect and ±100 for the full control effect; nearly all actives have a fitted effect of over 20% in size
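Read-out: endpoint 1-AMA fluorescence, excitation 380 nm and emission 535 nm, after compounds sit 10 min at room temperature with 10 uM horse-spleen apoferritin in 50% saturated 1-AMA/PBS. Values come from four-parameter Hill fits.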
* marks the source's active call; other numbers are inactive results; ? = inconclusive; / = no result given; [ ] = another dose, or the depositor's remark. Unless noted, calls follow the shape of the dose curve; as a rule, active = well fitted curve in the direction sought with a large enough effect; inconclusive = small, poorly fitted or top-dose-only effect, or another doubt; inactive = no such curve, though single readings can be large; an effect the other way counts as inactive or inconclusive. This is a subset. The share of hits here may be higher or lower than overall.

SMILES	ALOX12 inh	BLM inh	ERG Ets-DNA blk	APE1 inh	POLB inh	Pol kappa inh	POLI inh	TRHR ag	Anesthetic bind
CCOc1ccccc1NC=C1C(=O)OC(C)(C)OC1=O	-8.2%	-1.6%	3.5%	-6.6%	-0.3%	-17.6%	3.9%	-0.2	-15.0%
CCCCOc1ccc(C(=O)NCC(=O)NCC(c2ccco2)N2CCCCC2)cc1 (configuration not stated)	9.6%	/	7.8%	0.3%	/	-0.7%	14.7%	0.4	/
COc1ccc(-c2cc3ccccc3n2CC(O)CN2CCOCC2)cc1 (configuration not stated)	17.4%	-2.8%	-5.7%	-7.2%	0.2%	-10.7%	7.5%	0.5	-8.4%
CCOC(=O)C1(Cc2ccccc2C(F)(F)F)CCN(Cc2ccc(COC)o2)CC1	-8.8%	-6.9%	0.1%	-4.9%	?	-6.1%	31.8%[activator]	0.4	-11.8%
COc1cccc(-n2c(=S)sc3c(=O)n(-c4ccccc4C)c(SCC(=O)O)nc32)c1	0.0%	-5.0%	2.3%	4.3%	1.8%	-0.5%	?	0.2	-5.0%
COc1ccc(C(C(=O)NC2CCCC2)N(C(=O)c2csnn2)C2CC2)cc1 (configuration not stated)	?	-2.7%	7.9%	9.1%	96.4%	-0.2%	88.1%[activator]	0.2	-9.7%
CN(C)c1oc(COc2ccccc2F)nc1C#N	-6.2%	0.0%	-12.8%	12.8%	3.9%	3.6%	-6.5%	0.1	3.6%
O=[N+]([O-])c1ccc2c(c1)ncn2CCc1ccccc1	0.9%	-1.2%	0.6%	-16.2%	-4.8%	-6.0%	32.1%[activator]	-1.1	-17.6%
C=C1C=CS(=O)(=O)N(Cc2ccccc2)C1	/	-4.7%	/	-3.5%	/	-1.5%	4.7%	/	0.5%
CCCCNC(=O)Cn1c(=O)cc(C)c2c(C)nn(-c3cccc(Cl)c3C)c21	-15.0%	-7.2%	0.7%	/	1.7%	0.0%	18.6%	0.0	-1.0%
COC(=O)[C@@]1(Cc2ccccc2)[C@H]2C(=O)N(C)C(=O)[C@H]2[C@H]2CN=C(SCc3ccccc3)N21	?	/	-15.8%	-2.9%	/	-2.9%	?	/	/
O=C(NC(c1ccc(Cl)cc1)c1cc(Cl)c2cccnc2c1O)c1cccnc1 (configuration not stated)	-6.6%	-12.2%	4.8%	17.8%	1.3%	-1.1%	31.6%[activator]	9.2	10.6%
Cc1ccc(C)c(NC2=NCC(=O)N2C2CCCCC2)c1	?	-1.5%	0.4%	11.7%	3.6%	-1.9%	4.8%	-0.1	-6.5%
COc1ccc2oc(=O)c(C(=O)NCCc3c(C)[nH]c4c(Cl)cccc34)cc2c1	-13.1%	-6.3%	-1.8%	/	1.2%	3.0%	9.3%	0.2	-3.7%
O=C1CN(C(=O)COC(=O)/C=C/c2ccc(OC(F)F)cc2)c2ccccc2N1	18.9%	5.5%	-4.6%	16.3%	33.7%	-20.9%	3.3%	-0.6	-15.6%
O=C(c1sccc1-c1ccccc1)N1CCN(S(=O)(=O)c2ccccc2F)CC1	21.7%	/	-6.9%	0.0%	/	-12.4%	2.6%	-0.1	/
Cn1c(CNC(=O)c2ccccc2F)nnc1SCCOc1ccccc1	0.0%	-6.1%	-1.1%	3.4%	3.8%	-5.3%	178.6%[activator]	-0.6	-6.3%
COc1ccc(-n2nc(N)c3c(=O)oc(N(C)C)nc32)cc1	-3.0%	-1.7%	0.8%	1.7%	-0.5%	-8.9%	11.8%	0.0	1.4%
Cc1ccc(S(=O)(=O)N2CCC[C@H]2C(=O)OCCN2C(=O)c3ccccc3C2=O)cc1	-6.9%	/	-15.1%	21.1%	/	-3.2%	17.1%	-0.4	/
COc1ccc(C(C)=O)cc1COC(=O)Cn1cnc2ccccc2c1=O	-10.0%	-2.4%	-1.5%	12.6%	-1.5%	-14.2%	1.7%	-0.2	-11.9%
O=C(O)c1cc(S(=O)(=O)Nc2ccc3cn[nH]c3c2)ccc1Cl	-20.6%	/	13.4%	11.6%	/	13.5%	18.7%	/	/
CCn1nc(NC(=O)c2cccs2)c2cc3ccccc3nc21	-14.3%	-10.4%	-3.6%	-9.9%	-1.7%	-0.4%[60.1 µM]	17.9%	0.0	6.7%
CCOC(=O)Nc1nnc(-c2cccc(OC)c2)s1	86.0%[activator][57.4 µM]	-1.4%	-1.8%	4.1%	0.2%	-4.4%	-4.1%	0.4	-5.8%
C[C@H](O)c1[nH]c2cc(F)ccc2c1[C@H](C)O	?	-5.5%	5.2%	0.5%	14.1%	-0.9%	22.9%	0.4	-11.0%
Cc1ccc(S(=O)(=O)CCc2nc3ccccc3s2)cc1	-25.7%	3.3%	4.0%	2.3%	-4.7%	-7.3%	5.8%	0.1	-7.6%
Cc1ccc(CNc2nc3c(c(=O)n(C)c(=O)n3C)n2Cc2ccc(Cl)cc2)cc1	0.0%	-7.0%	5.9%	/	0.5%	1.2%	39.6%[activator]	-0.9	-0.8%
COc1ccc(CN2C(=O)CN=C2Nc2ccc(C)cc2C)cc1	?	-0.2%	11.2%	5.0%	-12.5%	0.4%	8.7%	-0.5	-4.6%
S=c1[nH]nc(-c2ccc3ncccc3c2)n1-c1ccc2c(c1)OCCO2	?	-0.6%	-7.7%	11.5%	61.7%	-5.4%	22.4%	0.8	-10.5%
COc1ccc(Nc2nc(-c3ccccc3)c3cc(Br)ccc3n2)cc1	0.0%	-8.5%	1.8%	/	0.3%	6.0%	25.5%	2.3	-14.8%
CC1Nc2ncnc(N3CCN(c4ccccn4)CC3)c2N(Cc2ccccc2)C1=O (configuration not stated)	-0.5%	/	14.0%	7.1%	/	-2.2%	?	0.6	/

The list goes on (two carried over from the part before).
SMILES	ALOX12 inh	BLM inh	ERG Ets-DNA blk	APE1 inh	POLB inh	Pol kappa inh	POLI inh	TRHR ag	Anesthetic bind
COc1ccc(Nc2nc(-c3ccccc3)c3cc(Br)ccc3n2)cc1	0.0%	-8.5%	1.8%	/	0.3%	6.0%	25.5%	2.3	-14.8%
CC1Nc2ncnc(N3CCN(c4ccccn4)CC3)c2N(Cc2ccccc2)C1=O (configuration not stated)	-0.5%	/	14.0%	7.1%	/	-2.2%	?	0.6	/
CC(Sc1nnc(C(C)N(C)C)n1-c1ccc(Cl)cc1)C(=O)Nc1ccc2c(c1)OCO2 (configuration not stated)	9.4%	-8.5%	-0.8%	-8.6%	12.9%	-7.1%	17.3%	-1.2	-12.2%
Cc1ccccc1-c1n[nH]c(=S)n1/N=C/c1c(C)nn(-c2ccccc2)c1C	-29.0%	-1.3%	6.9%	0.0%	-21.3%	1.3%	8.6%	0.0	-15.1%
COc1ccc(C(=O)NN(C)c2nc(-c3ccccc3)cc(C)c2S(C)(=O)=O)cc1	0.0%	-13.1%	-14.5%	1.5%	14.4%	-6.1%	-13.9%	0.6	-12.5%
NS(=O)(=O)c1ccc(CCNC(=O)CSc2cccs2)cc1	9.8%	0.2%	-18.1%	7.1%	-8.7%	8.0%	18.5%	0.3	?
O=C(COc1ccccc1)N1CCN(S(=O)(=O)c2ccc(Cl)cc2)CC1	0.0%	-4.1%	-5.1%	-4.1%	3.1%	-12.3%	-2.4%	0.0	-5.9%
COc1ccc2[nH]c(=O)c(CN(CCO)S(=O)(=O)c3c(C)ccc4nsnc34)cc2c1	0.0%	2.5%	-2.4%	-2.3%	21.5%	-19.3%	5.3%	-0.3	-10.2%
CCOC(=O)Cn1nc(C)n(-c2c(C)cccc2C)c1=O	1.5%	-5.2%	1.7%	-5.5%	16.7%	-5.6%	69.5%[activator]	0.0	-0.9%
N#Cc1nc(COc2ccccc2F)oc1NCc1ccc(F)cc1	1.9%	-7.1%	-8.0%	-6.0%	2.7%	-0.8%	21.8%	0.0	?
CS(=O)(=O)Nc1ccc(C2=NN(C(=O)CCCC(=O)O)C(c3cccs3)C2)cc1 (configuration not stated)	1.5%	3.3%	-11.2%	-1.8%	8.1%	-6.4%	33.2%[activator]	0.2	7.1%
COc1ccc(N2CCN(C(=O)c3ccc4c(=O)n(CC5CCCO5)c(=O)[nH]c4c3)CC2)cc1 (configuration not stated)	-9.7%	-3.1%	4.7%	-2.6%	11.3%	-7.4%	2.1%	0.1	-9.2%
O=C(Nc1ccc(C(=O)O)cc1)/C(=C\c1ccc2c(c1)OCO2)NC(=O)c1ccco1	-13.7%	-1.7%	9.6%	-6.3%	2.5%	-1.0%	11.5%	-0.2	-4.7%
COc1ccccc1N1CCN(S(=O)(=O)c2ccc(NC(C)=O)cc2)CC1	12.6%	-5.9%	5.2%	11.7%	3.1%	-12.1%	50.6%[activator]	-0.3	-10.2%
Cc1ccccc1CN1CCC(CNC(=O)c2cc3ccc4cccnc4c3[nH]2)CC1	0.4%	41.9%[activator]	4.1%	/	2.0%	-14.1%	18.8%	0.6	-9.7%
CCN1C(=O)N(CC)C2C1N(CO)C(=O)N2CO (configuration not stated)	-56.6%	1.4%	-4.6%	-1.7%	-18.4%	5.4%	14.4%	-0.8	4.6%
Cc1ccc(SC(CC(=O)c2ccc(C(C)(C)C)cc2)C(=O)O)cc1 (configuration not stated)	?	-12.6%	19.9%	-5.3%	-20.1%	1.1%	?	0.1	?
COC(=O)c1cc2nc(-c3ccc(OC)c(OC)c3)cc(C(F)(F)F)n2n1	0.0%	1.3%	-0.1%	-8.4%	0.5%	-19.4%	-3.0%	0.7	-5.8%
